Screens (PubChem)
UPR XBP1 act: activators of adaptive arm of unfolded protein response (XBP1). CHO-XBP1 luciferase reporter, IRE1-XBP1 UPR activation, luminescence; percent of tunicamycin response, DMSO as zero. activation, % at 20 µM. 330,000 tested, 0.33% active;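 active means versus positive control, 20 µM dose yields 30% or more activation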;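 further: 100% = tunicamycin at 10 µg/mL and 0% = DMSO only wells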
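Material: CHO-XBP1 cells stably carrying IRE1-XBP1-driven luciferase reporter / Amount: 1000 cells per well / Compound: 20 µM, 1% DMSO / Times: 6 h treatment, 37 °C / Detection: luciferase luminescence / Measure: % activation of reporter signal versus tunicamycin and DMSO controls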
Mdm2 MdmX PPI: disrupts the human Mdm2-MdmX interaction. SaOS-2 split-luciferase Mdm2/MdmX complementation, luminescence. inhibition, % at 8 µM. 330,000 tested, 3% active. O15151+Q00987;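 active means inhibition of at least 50% at 8 µM in the primary screen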
UPR CHOP act: activators of apoptotic arm of unfolded protein response (CHOP); 330,000 tested, 0.34% active; activation, % at 10 µM; CHO-CHOP luciferase reporter, UPR activation, luminescence; percent of tunicamycin response over DMSO baseline; AID 449763;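 active means at 10 µM dose, activation of 40% or more, normalized to positive control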;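 further: 100% = tunicamycin at 10 µg/mL and 0% = DMSO alone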
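Evaluation: % reporter activation, DMSO baseline versus tunicamycin full activation; System: CHO-CHOP luciferase reporter cell line; Input: 500 cells/well; Incubation: 6 h compound treatment, 37 °C; Measured by: Steady-Glo luciferase luminescence; Dosing: one dose, 10 µM in 0.5% DMSO; Buffer or medium: F12 medium, 10% FBS; Benchmarks: positive tunicamycin 10 µg/mL, negative DMSO alone.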
CCR6 antag: blocks CCL20-driven beta-arrestin recruitment at human CCR6; P51684; CHO-K1 CCR6 PathHunter beta-arrestin, luminescence, CCL20-stimulated; inhibition, % at 20 µM; 340,000 tested, 0.49% active;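 active means compounds whose inhibition of the agonist-driven luminescence signal at 20 µM reaches about 50%, limit read from the data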;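 further: cells stimulated with CCL20 at 14 nM final; plate controls were DMSO with CCL20 for no effect and DMSO without agonist for full effect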
Target sequence (P51684 whole entry, looked up): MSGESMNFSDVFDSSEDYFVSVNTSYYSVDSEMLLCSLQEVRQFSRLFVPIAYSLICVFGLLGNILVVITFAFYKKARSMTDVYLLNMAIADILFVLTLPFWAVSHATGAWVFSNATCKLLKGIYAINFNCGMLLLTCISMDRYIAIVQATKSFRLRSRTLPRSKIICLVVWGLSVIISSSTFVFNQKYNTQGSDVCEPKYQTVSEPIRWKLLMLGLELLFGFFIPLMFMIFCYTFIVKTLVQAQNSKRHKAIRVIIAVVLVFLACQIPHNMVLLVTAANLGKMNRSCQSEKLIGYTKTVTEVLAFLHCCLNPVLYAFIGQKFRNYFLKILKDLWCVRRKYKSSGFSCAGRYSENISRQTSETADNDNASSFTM
EBI2 block: EBI2 (human) antagonism | EBI2 beta-arrestin recruitment, luminescence, 7a,25-OHC stimulated | inhibition, % at 5 µM | 360,000 tested, 0.81% active; in the data active means inhibition above about 38%;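 further: enzyme fragment complementation signal reports receptor beta-arrestin coupling in cells; 0% = agonist plus DMSO wells and 100% = wells without agonist; some results beyond the cut were filed as inactive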
Target sequence (P32249 whole entry, looked up, the tested form may be a part): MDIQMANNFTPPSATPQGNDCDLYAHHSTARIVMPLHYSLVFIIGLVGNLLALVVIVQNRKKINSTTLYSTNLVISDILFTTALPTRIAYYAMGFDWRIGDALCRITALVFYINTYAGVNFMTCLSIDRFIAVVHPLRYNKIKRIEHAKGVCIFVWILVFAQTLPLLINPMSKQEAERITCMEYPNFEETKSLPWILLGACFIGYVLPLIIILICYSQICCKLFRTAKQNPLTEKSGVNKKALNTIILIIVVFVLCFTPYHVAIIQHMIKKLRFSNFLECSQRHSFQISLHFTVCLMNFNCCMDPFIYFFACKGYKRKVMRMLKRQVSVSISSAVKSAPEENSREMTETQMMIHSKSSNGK
CXCR6 inh: blocks human CXCR6 beta-arrestin recruitment; inhibition, % at 20 µM; CHO-K1 PathHunter CXCR6 beta-arrestin, luminescence; O00574; 360,000 tested, 0.36% active; AID 602244; in the data active means inhibition above about 34%, passing the limit was not always enough;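 further: antagonist mode with CXCL16 agonist at 10 nM final; 0% = 10 nM CXCL16 with DMSO and 100% = unstimulated wells without agonist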
Target sequence (O00574 whole entry, looked up): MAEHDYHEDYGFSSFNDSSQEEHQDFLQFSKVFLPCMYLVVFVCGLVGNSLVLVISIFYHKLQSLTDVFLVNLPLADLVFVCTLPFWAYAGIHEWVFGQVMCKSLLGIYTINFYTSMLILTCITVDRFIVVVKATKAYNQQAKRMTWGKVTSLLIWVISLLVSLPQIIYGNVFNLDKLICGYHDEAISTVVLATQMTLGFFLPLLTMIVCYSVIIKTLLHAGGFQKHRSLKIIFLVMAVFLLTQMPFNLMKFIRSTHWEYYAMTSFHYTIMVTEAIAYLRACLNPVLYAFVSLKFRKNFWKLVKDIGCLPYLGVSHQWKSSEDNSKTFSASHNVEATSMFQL
Gli-Sufu antag: Gli-Sufu pathway antagonism | Sufu-KO-LIGHT fibroblasts, Gli luciferase reporter luminescence | inhibition, % at 5 µM | 340,000 tested, 0.74% active;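 active means inhibition above about 55%, limit read from the data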;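 further: 0% = DMSO-treated cells and 100% = wells with medium but no cells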
Jurkat NFkB inh: inhibitors of the PMA/ionomycin-induced NF-kB reporter in Jurkat cells; PMA/ionomycin-induced NF-kB luciferase reporter, luminescence; inhibition, % at 4 µM; 330,000 tested, 0.53% active; in the data active means inhibition above about 50%
697 NFkB inh: inhibitors of the PMA/ionomycin-induced NF-kB reporter in 697 B cells. 697 B-cell NF-kB luciferase reporter, 16 h. inhibition, % at 4 µM. 330,000 tested, 0.33% active; in the data active means inhibition above about 35%
* hit, by the source's call.

`CCN(C(=O)CSc1nnc(-c2ccncc2)n1Cc1ccccc1)C1CCS(=O)(=O)C1` (configuration not stated) gave UPR XBP1 act 3, Mdm2 MdmX PPI -24, UPR CHOP act -0.4, CCR6 antag 3, EBI2 block 8, CXCR6 inh 6, Gli-Sufu antag 58*, Jurkat NFkB inh 2 and 697 NFkB inh 13.
Screening Cc1cc(C)n(CC(C)O)c(=O)c1C#N (configuration not stated) returned UPR XBP1 act -1, Mdm2 MdmX PPI 18, UPR CHOP act 1.4, CCR6 antag -3, EBI2 block -23, CXCR6 inh 0, Gli-Sufu antag -4, Jurkat NFkB inh 10 and 697 NFkB inh 21.
Screening COc1cc(CNCc2cc(OC)c(OC)c(OC)c2)cc(OC)c1 returned UPR XBP1 act -3, Mdm2 MdmX PPI 18, UPR CHOP act -0.5, CCR6 antag 16, EBI2 block 10, CXCR6 inh 3, Gli-Sufu antag 25, Jurkat NFkB inh 10 and 697 NFkB inh -9.
For COc1ccc(CC(C)Nc2cccc(SC)c2)cc1 (configuration not stated) the results were UPR XBP1 act -3, Mdm2 MdmX PPI 1, UPR CHOP act 0.4, CCR6 antag 18, EBI2 block 8, CXCR6 inh -2, Gli-Sufu antag 3, Jurkat NFkB inh -7 and 697 NFkB inh -17.
For O=C(CNCc1ccc(F)cc1)Nc1cc(S(=O)(=O)N2CCOCC2)ccc1Cl the results were UPR XBP1 act 2, Mdm2 MdmX PPI -8, UPR CHOP act 0.8, CCR6 antag -1, EBI2 block -5, CXCR6 inh -7, Gli-Sufu antag 7, Jurkat NFkB inh -2 and 697 NFkB inh 5.
Screening O=C(COC(=O)Cn1cnc2ccccc2c1=O)NNC(=O)c1ccc(Br)cc1 returned UPR XBP1 act -2, Mdm2 MdmX PPI 5, UPR CHOP act -0.6, CCR6 antag -3, EBI2 block 13, CXCR6 inh -4, Gli-Sufu antag -2, Jurkat NFkB inh -7 and 697 NFkB inh -3.
`Cc1cc(C)n2nc(SCC(=O)c3ccc[nH]3)nc2n1` gave UPR XBP1 act -1, Mdm2 MdmX PPI -18, UPR CHOP act 5.2, CCR6 antag 5, EBI2 block -8, CXCR6 inh 4, Gli-Sufu antag -27, Jurkat NFkB inh -3 and 697 NFkB inh 12.
Screening CC(=O)Nc1sc(N/N=C/c2ccccc2F)nc1-c1ccc(C)cc1 returned UPR XBP1 act 6, Mdm2 MdmX PPI -17, UPR CHOP act 3.9, CCR6 antag 8, EBI2 block 9, CXCR6 inh 2, Gli-Sufu antag 8, Jurkat NFkB inh -2 and 697 NFkB inh -10.
CCOC(=O)c1cc2c(=O)[nH]ccc2nc1C(F)(F)F was read as UPR XBP1 act 0, Mdm2 MdmX PPI -23, UPR CHOP act 1.8, CCR6 antag 1, EBI2 block -11, CXCR6 inh -6, Gli-Sufu antag 3, Jurkat NFkB inh -8 and 697 NFkB inh 11.
`c1ccc(-c2cn(-c3ccccc3)c3ncnc(NCCCN4CCOCC4)c23)cc1` gave UPR XBP1 act 0, Mdm2 MdmX PPI 18, UPR CHOP act 0.7, CCR6 antag 10, EBI2 block 62*, CXCR6 inh 8, Gli-Sufu antag 15, Jurkat NFkB inh -3 and 697 NFkB inh 0.
`NS(=O)(=O)c1c(Sc2ccccc2C(=O)O)ccc2ccccc12` gave UPR XBP1 act -1, Mdm2 MdmX PPI 4, UPR CHOP act 1.4, CCR6 antag 4, EBI2 block 3, CXCR6 inh 5, Gli-Sufu antag -6, Jurkat NFkB inh -22 and 697 NFkB inh -110.
For CCCCCN(C(=O)CCC(=O)OCc1ccccc1Cl)c1c(N)n(CCCC)c(=O)[nH]c1=O the results were UPR XBP1 act -5, Mdm2 MdmX PPI -7, UPR CHOP act -0.3, CCR6 antag 17, EBI2 block 0, CXCR6 inh -6, Gli-Sufu antag 28, Jurkat NFkB inh 2 and 697 NFkB inh 12.
`Cc1ccc(NC(=O)C(OC(=O)c2cc(C)oc2C)c2ccccc2)cc1` (configuration not stated) gave UPR XBP1 act -2, Mdm2 MdmX PPI 26, UPR CHOP act 0.5, CCR6 antag 17, EBI2 block 6, CXCR6 inh 6, Gli-Sufu antag 4, Jurkat NFkB inh 10 and 697 NFkB inh 5.
`CC(C)(C)CN1CCNC(=O)C1CC(=O)NC1Cc2ccccc2C1` (configuration not stated) gave UPR XBP1 act 3, Mdm2 MdmX PPI 7, UPR CHOP act 0.1, CCR6 antag -8, EBI2 block 10, CXCR6 inh 4, Gli-Sufu antag -13, Jurkat NFkB inh -1 and 697 NFkB inh 9.
CCCCNC(=O)c1onc(CSc2ccccn2)c1C(=O)NCCCC was read as UPR XBP1 act -1, Mdm2 MdmX PPI -30, UPR CHOP act -1.0, CCR6 antag 9, EBI2 block 2, CXCR6 inh 4, Gli-Sufu antag -5, Jurkat NFkB inh 8 and 697 NFkB inh 0.
For COc1ccc(C2CC(=O)C=C(NCCC(C)C)C2)cc1 (configuration not stated) the results were UPR XBP1 act 5, Mdm2 MdmX PPI -23, UPR CHOP act 0.5, CCR6 antag 10, EBI2 block 0, CXCR6 inh 9, Gli-Sufu antag -108, Jurkat NFkB inh 21 and 697 NFkB inh 11.
`O=C(COC(=O)c1ccncc1)c1ccccc1` gave UPR XBP1 act 1, Mdm2 MdmX PPI 10, UPR CHOP act 1.6, CCR6 antag 1, EBI2 block 3, CXCR6 inh -2, Gli-Sufu antag -4, Jurkat NFkB inh -9 and 697 NFkB inh 6.
`CCOC(=O)Cc1c[nH]c(=S)[nH]c1=O` gave UPR XBP1 act 0, Mdm2 MdmX PPI -19, UPR CHOP act 4.1, CCR6 antag -2, EBI2 block -7, CXCR6 inh -8, Gli-Sufu antag 2, Jurkat NFkB inh -1 and 697 NFkB inh 2.
`Cc1c(N=C2SCC(=O)N2c2c(C)n(C)n(-c3ccccc3)c2=O)c(=O)n(-c2ccccc2)n1C` gave UPR XBP1 act 0, Mdm2 MdmX PPI -42, UPR CHOP act 0.2, CCR6 antag 7, EBI2 block -4, CXCR6 inh 2, Gli-Sufu antag 5, Jurkat NFkB inh -18 and 697 NFkB inh -21.
Screening O=C(Nc1ccc(-c2cnco2)cc1)c1ccc(F)cc1F returned UPR XBP1 act 6, Mdm2 MdmX PPI -38, UPR CHOP act 5.6, CCR6 antag 5, EBI2 block 7, CXCR6 inh 2, Gli-Sufu antag -34, Jurkat NFkB inh -55 and 697 NFkB inh -55.

Three structures from above, arranged by length of the SMILES, low to high.
Screening Cc1cc(C)n(CC(C)O)c(=O)c1C#N (configuration not stated) returned UPR XBP1 act -1, Mdm2 MdmX PPI 18, UPR CHOP act 1.4, CCR6 antag -3, EBI2 block -23, CXCR6 inh 0, Gli-Sufu antag -4, Jurkat NFkB inh 10 and 697 NFkB inh 21.
Screening COc1cc(CNCc2cc(OC)c(OC)c(OC)c2)cc(OC)c1 returned UPR XBP1 act -3, Mdm2 MdmX PPI 18, UPR CHOP act -0.5, CCR6 antag 16, EBI2 block 10, CXCR6 inh 3, Gli-Sufu antag 25, Jurkat NFkB inh 10 and 697 NFkB inh -9.
`NS(=O)(=O)c1c(Sc2ccccc2C(=O)O)ccc2ccccc12` gave UPR XBP1 act -1, Mdm2 MdmX PPI 4, UPR CHOP act 1.4, CCR6 antag 4, EBI2 block 3, CXCR6 inh 5, Gli-Sufu antag -6, Jurkat NFkB inh -22 and 697 NFkB inh -110.

Next part
COc1ccc(N2CCN(C(=O)COC(=O)c3ccc(-n4nc(C)cc4C)cc3)CC2)cc1 was read as UPR XBP1 act -3, Mdm2 MdmX PPI -3, UPR CHOP act 0.1, CCR6 antag 11, EBI2 block 8, CXCR6 inh -4, Gli-Sufu antag -3, Jurkat NFkB inh 16 and 697 NFkB inh 19.
CC(C(=O)Nc1ccc(C(N)=O)cc1)N1C(=O)c2ccccc2S1(=O)=O (configuration not stated) was read as UPR XBP1 act -1, Mdm2 MdmX PPI -11, UPR CHOP act 1.5, CCR6 antag 8, EBI2 block -13, CXCR6 inh 1, Gli-Sufu antag 6, Jurkat NFkB inh -5 and 697 NFkB inh 7.
For O=C(O)CC(C(=O)O)C(c1ccccc1)c1ccccc1 (configuration not stated) the results were CCR6 antag -5, EBI2 block 2, CXCR6 inh -3 and Gli-Sufu antag 1.
Screening CCOc1ncccc1C(=O)OCC(=O)Nc1cc(S(=O)(=O)N2CCOCC2)ccc1C returned UPR XBP1 act -5, Mdm2 MdmX PPI 10, UPR CHOP act -0.9, CCR6 antag 8, EBI2 block -1, CXCR6 inh 4, Gli-Sufu antag -30, Jurkat NFkB inh 7 and 697 NFkB inh -12.
O=C(NCC(=O)N(CC1CCCO1)C(C(=O)NC1CCCCC1)c1cccnc1)c1cccs1 (configuration not stated) was read as UPR XBP1 act -2, Mdm2 MdmX PPI -9, UPR CHOP act 0.5, CCR6 antag -12, EBI2 block -6, CXCR6 inh 2, Gli-Sufu antag -1, Jurkat NFkB inh 7 and 697 NFkB inh 2.
Screening COc1ccccc1C(CNC(=O)c1cc(S(=O)(=O)N2CCOCC2)ccc1C)N1CCCC1 (configuration not stated) returned UPR XBP1 act -2, Mdm2 MdmX PPI -12, UPR CHOP act -0.2, CCR6 antag -4, EBI2 block -10, CXCR6 inh -4, Gli-Sufu antag 5, Jurkat NFkB inh -8 and 697 NFkB inh 13.
COc1ccc(NC(=O)Nc2cccc(C)n2)c(OC)c1 was read as UPR XBP1 act 0, Mdm2 MdmX PPI -15, UPR CHOP act 5.7, CCR6 antag 3, EBI2 block 1, CXCR6 inh -4, Jurkat NFkB inh -36 and 697 NFkB inh -15.
Screening CN=C1c2c(-c3ccccc3)c3cc(OC)ccc3n2CCN1C returned UPR XBP1 act -1, Mdm2 MdmX PPI 51*, UPR CHOP act -1.1, CCR6 antag 10, EBI2 block -13, CXCR6 inh 4, Gli-Sufu antag 23, Jurkat NFkB inh 0 and 697 NFkB inh -12.
For CCn1c(CSc2nnc(-c3ccncc3)n2CCOC)nc2cc(C(=O)O)ccc21 the results were UPR XBP1 act -2, Mdm2 MdmX PPI -16, UPR CHOP act 0.3, CCR6 antag -6, EBI2 block -14, CXCR6 inh -11, Gli-Sufu antag 0, Jurkat NFkB inh -8 and 697 NFkB inh -15.
For O=C(Nc1c(Br)cc2c(c1Br)Cc1ccccc1-2)C(F)(F)F the results were CCR6 antag -4, EBI2 block -4, CXCR6 inh -3 and Gli-Sufu antag 10.
COc1ccc(C(C#N)c2ccc(=O)[nH]n2)cc1 (configuration not stated) was read as UPR XBP1 act 5, Mdm2 MdmX PPI -14, UPR CHOP act -4.8, CCR6 antag 2, EBI2 block -15, CXCR6 inh -4, Gli-Sufu antag 3, Jurkat NFkB inh -35 and 697 NFkB inh -19.
For CCC(=O)Nc1sc2c(c1C(=O)N(C)C)CCCCC2 the results were UPR XBP1 act -2, Mdm2 MdmX PPI 13, UPR CHOP act -1.1, CCR6 antag -1, EBI2 block -9, CXCR6 inh -2, Gli-Sufu antag -2, Jurkat NFkB inh -8 and 697 NFkB inh 23.
Screening CCCCCC(=O)N1CC2(CC)CN(C(=O)CCCCC)CC(CC)(C1)C2=O returned UPR XBP1 act -2, Mdm2 MdmX PPI 5, UPR CHOP act 1.1, CCR6 antag 14, EBI2 block 4, CXCR6 inh -1, Gli-Sufu antag 7, Jurkat NFkB inh 9 and 697 NFkB inh 14.
Screening COc1ccc(NC(=O)Cc2c(Sc3ccccc3)c3ccccc3n2C)cc1 returned UPR XBP1 act -2, Mdm2 MdmX PPI -11, UPR CHOP act 0.1, CCR6 antag -20, EBI2 block 12, CXCR6 inh -1, Gli-Sufu antag -7, Jurkat NFkB inh -5 and 697 NFkB inh -7.
